HCV inhibitor: blocks hepatitis C virus; Huh7.5.1 HCVcc-Cre infection, luciferase reporter, 44 h; Potency, µM (top dose mostly 41.8 µM), for inactives: at the highest dose activity change, negative = inhibition, most hits filed as inhibitors; actives 3.4% (n = 340,000); AID 651820; also: potency is read from the fitted curve at half-maximal effect; % is scaled to controls: 0 for no effect and ±100 for the full control effect
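Infectious HCV cell culture screen: compound-treated cells (1,000/well, pre-plated 4 h) are infected with HCVcc-Cre at roughly 0.5 moi and grown 44 h. Infection is quantified by luciferase signal after 15 min substrate incubation at room temperature.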
FBPA Giardia inh: blocks Giardia fructose-bisphosphate aldolase activity; Potency, µM (series often up to 59.6 µM), for inactives: top-dose activity, negative = inhibition, actives largely listed as inhibitors; actives 0.71% (n = 290,000); A8B2U2; purified Giardia FBPA; also: potency is read from the fitted curve at half-maximal effect; % is scaled to controls: 0 for no effect and ±100 for the full control effect; nearly all actives have a fitted effect of over 55% in size
Target sequence (A8B2U2 whole entry, looked up): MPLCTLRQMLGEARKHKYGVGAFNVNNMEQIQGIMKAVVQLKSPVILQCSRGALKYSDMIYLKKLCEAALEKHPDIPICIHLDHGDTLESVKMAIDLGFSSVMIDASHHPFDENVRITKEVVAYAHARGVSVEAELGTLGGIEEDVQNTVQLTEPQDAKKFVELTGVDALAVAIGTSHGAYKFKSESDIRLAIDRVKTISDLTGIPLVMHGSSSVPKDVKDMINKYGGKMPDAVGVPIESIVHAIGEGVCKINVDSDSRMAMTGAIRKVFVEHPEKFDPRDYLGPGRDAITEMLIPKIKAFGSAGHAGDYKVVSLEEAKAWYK
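40 nM FBPA preincubated 10 min at RT with compound (up to 57.5 uM final), then substrate plus GAPDH/TPI/NAD/arsenate coupling and diaphorase/resazurin added. Fluorescence read after 20 min at RT, 525/598 nm.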
CHX counter: counter-screen for Shiga toxin inhibitors: cycloheximide protein synthesis inhibition. cell reporter, cycloheximide protein synthesis inhibition counterscreen. max response, %. actives 12% (n = 300,000). AID 2314; in the data active = max response mostly above about 13%, no sharp cut-off; inactive = mostly below about 14%; also: read at 38.3 µM for the half of the compounds with a filed dose; 0% is about no effect
Pf growth 48h: inhibits P. falciparum growth in the first generation, 48 h; actives 5.9% (n = 310,000); P. falciparum luciferase growth in erythrocytes, 48 h; Potency, µM (doses to about 28.7 µM), for inactives: at the highest dose activity change, negative = inhibition, actives largely listed as inhibitors; also: potency is read from the fitted curve at half-maximal effect; % is scaled to controls: 0 for no effect and ±100 for the full control effect
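Luminescence readout; reporter = integrated firefly luciferase in P. falciparum. RBC culture at 2% hematocrit, 0.1% parasitemia final, 37 C/5% CO2; decreased signal taken as growth inhibition.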
Shiga inhibitor: blocks Shiga toxin action in Vero cells; Vero cells, Shiga toxin protein synthesis inhibition reporter; inhibition, % at 38.7 µM; actives 9.2% (n = 290,000); AID 2315; in the data active = inhibition mostly above about 28%, no sharp cut-off; inactive = mostly below about 43%; also: 0% is about no effect
Pf growth 96h: inhibits malaria parasite growth, 96 h; P. falciparum luciferase reporter growth, 96 h; Potency, µM (top dose mostly 28.7 µM), for the others: top-dose activity change, negative = inhibition, most hits filed as inhibitors; actives 6.9% (n = 320,000); also: potency is read from the fitted curve at half-maximal effect; % is scaled to controls: 0 for no effect and ±100 for the full control effect
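Cell-based qHTS: luciferase-tagged P. falciparum in erythrocytes (2% hematocrit, 0.05% parasitemia final) incubated with compounds for 96 hours, 37 C, 5% CO2; luciferase detection reagent then added and luminescence measured.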
The depositor's hits bear a star; [ ] = another dose, or the depositor's remark. Unless noted, calls follow the shape of the dose curve; as a rule, active = well fitted curve in the direction sought with a large enough effect; inconclusive = small, poorly fitted or top-dose-only effect, or another doubt; inactive = no such curve, though single readings can be large; an effect the other way counts as inactive or inconclusive.

Results for CCOC(=O)N1CCC(NC(=O)Cc2ccccc2)CC1 ?
HCV inhibitor: 7%; FBPA Giardia inh: 2%; CHX counter: -2; Pf growth 48h: 25%; Shiga inhibitor: 3; Pf growth 96h: -21%

Results for CCN(C(=O)COC(=O)Cc1ccccc1)c1c(N)n(Cc2ccccc2)c(=O)[nH]c1=O ?
HCV inhibitor: 6%; Pf growth 48h: -10%; Pf growth 96h: -13%

What do the screens show for `COc1cccc(CNC(=O)CCC(=O)N2CCOCC2)c1`?
HCV inhibitor: -12%; Pf growth 48h: -3%; Pf growth 96h: 6%

How did CS(=O)(=O)N(CC(=O)NCc1ccccc1Cl)C1CCCCC1 do in these assays?
HCV inhibitor: 1%; FBPA Giardia inh: -2%; CHX counter: -2; Pf growth 48h: -1%; Shiga inhibitor: -3; Pf growth 96h: -6%

Results for Cc1ccc(CNC(=O)c2ccc(F)c(S(=O)(=O)N3CCOCC3)c2)cc1 ?
HCV inhibitor: 7%; Pf growth 48h: inconclusive; Pf growth 96h: -2%

Results for O=C(NCCc1ccccc1)c1ccccc1NS(=O)(=O)N1CCCC1 ?
HCV inhibitor: -28%; FBPA Giardia inh: 0%; CHX counter: 33*; Pf growth 48h: 50%[activator]; Shiga inhibitor: 43*

Results for COc1cc(C(C)=O)ccc1OCC(=O)Nc1ccc2nc(C)sc2c1 ?
HCV inhibitor: -28%; Pf growth 48h: inconclusive; Pf growth 96h: inconclusive

What do the screens show for `CCCc1nc2ccccc2c(=O)n1-c1cccc(OC)c1`?
HCV inhibitor: 3%; FBPA Giardia inh: 0%; CHX counter: 0; Pf growth 48h: 17%; Shiga inhibitor: -12; Pf growth 96h: 4%

How did O=C(Nc1cccc(S(=O)(=O)Nc2ccc(Cl)cc2)c1)c1ccccn1 do in these assays?
HCV inhibitor: inconclusive; Pf growth 48h: -22%; Pf growth 96h: inconclusive

Results for CCOC(=O)c1ccc(CN(Cc2ccc(C)cc2)S(=O)(=O)c2cccc([N+](=O)[O-])c2)cc1 ?
HCV inhibitor: 2%; FBPA Giardia inh: 0%; CHX counter: -5; Pf growth 48h: -15%; Shiga inhibitor: -10; Pf growth 96h: inconclusive

Results for CCC(=O)NC1(C(F)(F)F)C(=O)Nc2c1c(=O)[nH]c(=O)n2CC(C)C (stereo not drawn) ?
HCV inhibitor: 3%; FBPA Giardia inh: 2%; CHX counter: -2; Pf growth 48h: 26%; Shiga inhibitor: -7; Pf growth 96h: -9%

What do the screens show for `Cc1ccc(N2Cc3ccccc3C2=N)cc1[N+](=O)[O-]`?
HCV inhibitor: 13%; FBPA Giardia inh: 5%; CHX counter: 1; Pf growth 48h: -2%; Shiga inhibitor: -4; Pf growth 96h: 13%

Results for Cc1ccc(-c2csc(Cc3nc(-c4cc5ccccc5oc4=O)cs3)n2)cc1 ?
HCV inhibitor: 5µM*; FBPA Giardia inh: -1%; CHX counter: -4; Pf growth 48h: 8%; Shiga inhibitor: -45; Pf growth 96h: 35%[activator]

Results for CNC(=O)c1ccc(-c2ccc(OC)cc2)s1 ?
HCV inhibitor: inconclusive; FBPA Giardia inh: 0%; CHX counter: 26*; Pf growth 48h: 9%; Shiga inhibitor: 78*; Pf growth 96h: 0%

How did Cc1ccc(C(=O)Nc2cccc(C(=O)O)c2)cc1 do in these assays?
HCV inhibitor: 15%; FBPA Giardia inh: -6%; CHX counter: 42*; Shiga inhibitor: 71*; Pf growth 96h: 2%

How did O=C(NCc1ccccc1)c1ccc(S(=O)(=O)Nc2cccc(C(F)(F)F)c2)cc1 do in these assays?
HCV inhibitor: -11%; FBPA Giardia inh: 4%; CHX counter: 2; Pf growth 48h: inconclusive; Shiga inhibitor: -3; Pf growth 96h: inconclusive

How did COc1ccc(CCn2c(C)cc(C(=O)CSc3nnnn3-c3ccccc3)c2C)cc1OC do in these assays?
HCV inhibitor: inconclusive; FBPA Giardia inh: -6%; CHX counter: -2; Pf growth 48h: inconclusive; Shiga inhibitor: 0; Pf growth 96h: 94%[activator]

Results for Cc1cccc(C)c1NC(=O)CSc1nnc(-c2ccco2)n1N ?
HCV inhibitor: 12%; FBPA Giardia inh: 21%; CHX counter: 6; Pf growth 48h: -1%; Shiga inhibitor: -12; Pf growth 96h: inconclusive

How did CCCCn1c(N)c(N(CC(C)C)C(=O)CCCc2nc3ccccc3s2)c(=O)[nH]c1=O do in these assays?
HCV inhibitor: 17%; Pf growth 48h: inconclusive; Pf growth 96h: inconclusive

What do the screens show for `O=C(COC(=O)c1cc(-c2ccco2)nc2ccccc12)NCc1ccccc1`?
HCV inhibitor: -14%; FBPA Giardia inh: 4%; CHX counter: 12; Shiga inhibitor: -14; Pf growth 96h: 18%

Results for O=C(COC(=O)c1ccncc1)c1ccc(Cl)c(Cl)c1 ?
HCV inhibitor: inconclusive; FBPA Giardia inh: 0%; CHX counter: 1; Pf growth 48h: 12%; Shiga inhibitor: 15; Pf growth 96h: 2%

How did CC(NS(=O)(=O)c1ccc(F)cc1)C(c1cccs1)N1CCOCC1 (stereo not drawn) do in these assays?
HCV inhibitor: 6%; FBPA Giardia inh: -1%; CHX counter: -3; Pf growth 48h: 16%; Shiga inhibitor: -8; Pf growth 96h: -28%

Results for Nc1ccc(N2CCOCC2)cc1C(F)(F)F ?
HCV inhibitor: -2%; FBPA Giardia inh: -6%; CHX counter: -3; Pf growth 48h: 9%; Shiga inhibitor: -34; Pf growth 96h: 1%

What do the screens show for `CCn1c(C)nc2cc(N)ccc21`?
HCV inhibitor: 22%; FBPA Giardia inh: inconclusive; CHX counter: 35*; Pf growth 48h: 28%; Shiga inhibitor: 74; Pf growth 96h: 38%[activator]

What do the screens show for `O=C(NCCCN1CCCCC1)C1(S(=O)(=O)c2ccc(Cl)cc2)CC1`?
HCV inhibitor: 12%; FBPA Giardia inh: 5%; CHX counter: -2; Pf growth 48h: 0%; Shiga inhibitor: -7; Pf growth 96h: 20%

How did NC(=O)C1=C[C@H](c2coc3ccccc3c2=O)C[C@H](OCCCCO)O1 do in these assays?
HCV inhibitor: 43%[activator]; FBPA Giardia inh: 4%; CHX counter: -3; Pf growth 48h: 1%; Shiga inhibitor: -11; Pf growth 96h: 31%[activator]

What do the screens show for `CCOC(=O)CN1CC23C=CC(O2)C(C(=O)NC2CCCCC2)C3C1=O` (stereo not drawn)?
HCV inhibitor: 22%; FBPA Giardia inh: 2%; CHX counter: -8; Shiga inhibitor: -25; Pf growth 96h: inconclusive

How did Cc1ccc(OCC(=O)N/N=C\c2cccs2)c([N+](=O)[O-])c1 do in these assays?
HCV inhibitor: -3%; FBPA Giardia inh: 0%; CHX counter: 39*; Pf growth 48h: 0%; Shiga inhibitor: 37*; Pf growth 96h: 27%

How did CN=C(c1ccc([N+](=O)[O-])cc1)N1CCCCC1 do in these assays?
HCV inhibitor: 24%; FBPA Giardia inh: 0%; CHX counter: 0; Pf growth 48h: 10%; Shiga inhibitor: 5; Pf growth 96h: -25%

What do the screens show for `CCCc1nc(SCC(=O)NCc2ccco2)c2c(=O)n(C)c(=O)n(C)c2n1`?
HCV inhibitor: inconclusive; FBPA Giardia inh: 6%; CHX counter: -1; Pf growth 48h: 14%; Shiga inhibitor: -7; Pf growth 96h: -3%

What do the screens show for `O=C(NCCc1ccccc1)C(=O)NCc1ccncc1`?
HCV inhibitor: 9%; FBPA Giardia inh: -1%; CHX counter: -2; Pf growth 48h: 6%; Shiga inhibitor: 15; Pf growth 96h: -11%

How did Cc1ccc(-c2nnc(Nc3ccc(O)cc3)c3ccccc23)cc1S(=O)(=O)NCCO do in these assays?
HCV inhibitor: -11%; FBPA Giardia inh: 8%; CHX counter: 11; Pf growth 48h: inconclusive; Shiga inhibitor: 14; Pf growth 96h: -52%

Results for COc1cc(/C=N/OCC(=O)Nc2ccc(OC(F)F)cc2)ccc1OCc1ccccc1 ?
HCV inhibitor: inconclusive; FBPA Giardia inh: -4%; CHX counter: 45*; Pf growth 48h: 25%; Shiga inhibitor: 22; Pf growth 96h: 19%

How did CC(=O)Nc1ccc(C(=O)NCCN2CCOCC2)cc1 do in these assays?
HCV inhibitor: 17%; FBPA Giardia inh: -1%; CHX counter: -3; Pf growth 48h: -23%[0.00184 µM]; Shiga inhibitor: -8; Pf growth 96h: 8%

How did CC(=O)Nc1ccc(Nc2ccc([N+](=O)[O-])cn2)cc1 do in these assays?
HCV inhibitor: -11%; FBPA Giardia inh: 2%; CHX counter: 6; Pf growth 48h: 17%; Shiga inhibitor: 37; Pf growth 96h: inconclusive

What do the screens show for `CCOc1cccc(C(=O)NC(=S)Nc2cccc(NC(=O)c3ccccc3Cl)c2)c1`?
HCV inhibitor: -9%; FBPA Giardia inh: -2%; CHX counter: 14*; Pf growth 48h: -4%; Shiga inhibitor: 24; Pf growth 96h: inconclusive

How did Cc1ccc2nc(N3C(=O)CNC3=S)sc2c1 do in these assays?
HCV inhibitor: inconclusive; FBPA Giardia inh: inconclusive; CHX counter: 47*; Pf growth 48h: inconclusive; Shiga inhibitor: 56*; Pf growth 96h: -90%

What do the screens show for `Cc1cccc(NC(=O)CSCC(=O)Nc2cccc(S(=O)(=O)N3CCCCCC3)c2)c1`?
HCV inhibitor: 0%; Pf growth 48h: inconclusive; Pf growth 96h: -4%

What do the screens show for `CCOC(=O)c1ccc(NC(=O)CCS(=O)(=O)c2cccc3nonc23)cc1`?
HCV inhibitor: 14%; FBPA Giardia inh: -3%; CHX counter: 4; Pf growth 48h: -4%; Shiga inhibitor: 10; Pf growth 96h: -9%

How did CCOc1cc(C(=O)N2CCC3(CC2)NCCc2[nH]cnc23)cc(OCC)c1OCC do in these assays?
HCV inhibitor: inconclusive; CHX counter: -2; Pf growth 48h: -3%; Shiga inhibitor: 13; Pf growth 96h: 12%

4 compounds drawn at random from those above, as already listed:
What do the screens show for `Cc1cccc(NC(=O)CSCC(=O)Nc2cccc(S(=O)(=O)N3CCCCCC3)c2)c1`?
HCV inhibitor: 0%; Pf growth 48h: inconclusive; Pf growth 96h: -4%

Results for COc1cc(/C=N/OCC(=O)Nc2ccc(OC(F)F)cc2)ccc1OCc1ccccc1 ?
HCV inhibitor: inconclusive; FBPA Giardia inh: -4%; CHX counter: 45*; Pf growth 48h: 25%; Shiga inhibitor: 22; Pf growth 96h: 19%

How did CC(=O)Nc1ccc(Nc2ccc([N+](=O)[O-])cn2)cc1 do in these assays?
HCV inhibitor: -11%; FBPA Giardia inh: 2%; CHX counter: 6; Pf growth 48h: 17%; Shiga inhibitor: 37; Pf growth 96h: inconclusive

How did CC(NS(=O)(=O)c1ccc(F)cc1)C(c1cccs1)N1CCOCC1 (stereo not drawn) do in these assays?
HCV inhibitor: 6%; FBPA Giardia inh: -1%; CHX counter: -3; Pf growth 48h: 16%; Shiga inhibitor: -8; Pf growth 96h: -28%

Next part.
What do the screens show for `COc1ccc(CCN(C)C(=O)COc2ccc(N(C)S(=O)(=O)c3ccc(C)cc3)cc2)cc1OC`?
HCV inhibitor: inconclusive; Pf growth 48h: 9.3µM*; Pf growth 96h: 10µM*

How did O=C(/C=C/c1ccc2ccccc2n1)N1CCN(S(=O)(=O)c2ccccc2F)CC1 do in these assays?
HCV inhibitor: inconclusive; FBPA Giardia inh: -1%; CHX counter: -1; Pf growth 48h: inconclusive; Shiga inhibitor: -5; Pf growth 96h: inconclusive

What do the screens show for `COc1ccc(CCNC(=O)c2cc(S(=O)(=O)N3CCCCC3)ccc2Cl)cc1`?
HCV inhibitor: inconclusive; Pf growth 48h: 3%; Pf growth 96h: inconclusive

How did COc1cc(C(=O)Nc2nc(N)n(-c3ccccc3)n2)cc(OC)c1OC do in these assays?
HCV inhibitor: 7%; FBPA Giardia inh: 1%; CHX counter: 5; Pf growth 48h: -1%; Shiga inhibitor: -14; Pf growth 96h: 0%
